EP2 mod – EP2 receptor (human) modulation; induction, % at 25 µM; P43116; 260,000 compounds, 0.83% hits; EP2-expressing cells, cAMP HTRF FRET, PGE2 co-stimulation;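 active = compounds whose cAMP rise, as percent of the full-agonist control response, exceeds 60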;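 note: rat C6 glioma line stably carrying human EP2 under a CMV promoter; the protocol text gives 20 µM as final concentration; 100% = response of wells given 1 µM PGE2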
Target sequence (P43116 whole entry, looked up): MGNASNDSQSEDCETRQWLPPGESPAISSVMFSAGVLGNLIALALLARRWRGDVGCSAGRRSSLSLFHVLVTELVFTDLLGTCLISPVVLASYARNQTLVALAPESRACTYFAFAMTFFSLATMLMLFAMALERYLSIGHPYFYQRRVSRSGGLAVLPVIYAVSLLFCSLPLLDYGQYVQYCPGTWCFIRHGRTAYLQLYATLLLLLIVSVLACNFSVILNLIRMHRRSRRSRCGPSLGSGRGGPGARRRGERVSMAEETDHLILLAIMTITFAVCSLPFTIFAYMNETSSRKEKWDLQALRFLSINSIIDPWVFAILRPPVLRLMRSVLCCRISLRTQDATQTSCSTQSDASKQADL
CHOP inh – inhibitors of CHOP induction in ER stress response | CHO-K1 CHOP-promoter luciferase, tunicamycin-induced, 15-18 h | inhibition, % at 10 µM | 220,000 compounds, 3.8% hits | AID 2732;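 active = compounds that reduced the stress-induced luciferase reporter signal by more than about 70% of percent inhibition, limit read from the data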;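 note: 0% = tunicamycin plus vehicle and 100% = wells without tunicamycin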
NPY2 pot ag – potentiators or agonists of human neuropeptide Y receptor Y2. cells expressing NPY-Y2, potentiator/agonist read-out. activation, % at 3.6 µM. 220,000 compounds, 0.45% hits. AID 1359; in the data active = activation above about 27%;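 note: cells stimulated with NPY near EC25 plus isoproterenol at EC100; 0% = vehicle plus submaximal agonist and 100% = vehicle plus saturating agonist; some results beyond the cut were filed as inactive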
Target sequence (P49146 whole entry, looked up): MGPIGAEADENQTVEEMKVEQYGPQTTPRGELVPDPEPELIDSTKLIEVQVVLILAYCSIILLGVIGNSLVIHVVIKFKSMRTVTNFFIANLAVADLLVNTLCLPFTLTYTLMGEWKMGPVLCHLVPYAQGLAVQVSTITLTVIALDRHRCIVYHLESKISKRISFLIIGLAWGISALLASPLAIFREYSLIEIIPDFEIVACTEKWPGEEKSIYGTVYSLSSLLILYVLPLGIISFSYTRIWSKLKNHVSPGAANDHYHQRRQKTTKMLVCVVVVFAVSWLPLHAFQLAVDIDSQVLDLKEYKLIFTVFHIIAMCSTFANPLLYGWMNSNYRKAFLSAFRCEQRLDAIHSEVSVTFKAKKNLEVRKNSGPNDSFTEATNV
zfTRPN1 agonist – activates the zebrafish TRPN1 channel; HEK293 zebrafish TRPN1-YFP, Fluo-8 calcium fluorescence; 100% = response to 87 µM carbachol; activation, % at 3 µM; 220,000 compounds, 0.18% hits; AID 1424;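 active = activation above its plate's cutoff, the mean activation of test wells on that plate plus 3 SD, cut at about 19% in these data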;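 note: 0% = DMSO alone and 100% = 87 µM carbachol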
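Material: zebrafish TRPN1-YFP in HEK293 cells; Doses: single test compound dose, 3 µM nominal, 0.3% DMSO; Timing: dye loading 1 h at 37 °C, then 30 min room temperature; Technique: intracellular calcium fluorescence with Fluo-8; Benchmarks: high carbachol 87 µM, low DMSO alone.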
TRPML3 agonist – human mucolipin-3 channel agonism. 220,000 compounds, 0.29% hits. Q8TDD5. HEK293 TRPML3-YFP, Fluo-8 calcium fluorescence; 100% = the carbachol control signal. AID 1448. activation, % at 3 µM;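 active = activation above its plate's cutoff, the mean activation of the plate's test wells plus 3 SD, cut at about 12% in these data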;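 note: 0% = DMSO only wells and 100% = carbachol wells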
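Material: HEK293 cells stably carrying human TRPML3-YFP; compound dosing: single dose, 3 µM final nominal compound, 0.3% DMSO final; incubation: 1-h 37 °C dye load, 5-s basal, 120-s post-compound reads; technique: Fluo-8 intracellular calcium fluorescence, excitation 470-495 nm, emission 515-575 nm; read-out basis: percent activation from peak-to-basal fluorescence ratio, scaled between DMSO and carbachol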
NPY Y1 blocker – antagonists of human neuropeptide Y receptor Y1; 200,000 compounds, 1% hits; HEK293-CNG Y1 cells, membrane potential fluorescence; NPY at EC95, then isoproterenol; P25929; inhibition, % at 3.6 µM;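 active = inhibition above the campaign mean inhibition of all tested compounds plus 3 SD, cut at about 20% in these data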;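 note: 0% = DMSO wells given NPY plus isoproterenol and 100% = isoproterenol alone without NPY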
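Assay system: HEK293 cells with Y1 receptor plus CNG channel | Probe or stimulus: NPY (25 nM), isoproterenol (1 µM), Ro 20-1724 (25 µM) | Timing: Compound incubation 1 h at room temperature, readout 45 min post-stimulation | Measured by: Membrane-potential fluorescent dye readout | Benchmarks: High control isoproterenol alone, low control NPY with isoproterenol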
S1P4 antagonist – antagonists of human S1P4 receptor. S1P4-expressing cells, antagonist mode, reporter read-out. 220,000 compounds, 0.26% hits. inhibition, % at 4.98 µM. O95977; in the data active = inhibition above about 29%;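 note: 0% = wells stimulated with agonist and 100% = vehicle wells without agonist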
NPY-Y1 PAM-ag – potentiates or activates human NPY-Y1 receptor | activation, % at 3.6 µM | AID 1304 | NPY-Y1 expressing cells, potentiator/agonist activation | 220,000 compounds, 0.37% hits | P25929; in the data active = activation above about 33%, passing the limit was not always enough;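 note: cells stimulated with NPY at EC10 then isoproterenol at EC100; 0% = low agonist plus stimulus and 100% = saturating agonist plus stimulus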
S1P4 agonist – human S1P4 receptor agonism. O95977. S1P4-expressing cell line, agonist reporter assay. activation, % at 4.98 µM. 220,000 compounds, 0.35% hits; in the data active = activation above about 11%;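 note: 0% = DMSO vehicle and 100% = reference agonist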
The depositor's hits bear a star; x = no result given; & = joins results of further samples.

Sequence of screens: EP2 mod | CHOP inh | NPY2 pot ag | zfTRPN1 agonist | TRPML3 agonist | NPY Y1 blocker | S1P4 antagonist | NPY-Y1 PAM-ag | S1P4 agonist
CC(C)C(NC(=O)c1ccc(S(=O)(=O)N2CCOCC2)cc1)c1nc2ccccc2[nH]1 (configuration not stated)
  16 | 34 | -10 | 0.4 | -0.5 | 4 | -13 | 7 | -1.1
O=C(c1ccc(Cl)c(S(=O)(=O)N2CCOCC2)c1)N1CCCCC1
  -41&-42 | -7 | -11 | 0.7 | 0.5 | -2 | 6 | 0 | -1.7
Nc1cc(-c2ccccc2)ccc1O
  -3&-26 | 23&17 | 28&8 | -0.3&-2.1 | -0.4&1.0 | -3 | 2&-3 | 17&-5 | 1.2&-1.6
COCC(=O)N(Cc1cc2ccccc2[nH]c1=O)c1ccccc1OC
  15 | -6 | -7 | 1.9 | 0.8 | -3 | -6 | 10 | -1.4
CCC(C)(C)C1CCc2c(sc(NC(=O)c3ccoc3C)c2C(N)=O)C1 (configuration not stated)
  16 | 72* | 5 | -0.1 | 0.6 | 5 | 9 | -6 | -0.6
CCOC(=O)C1(Cc2ccc(Cl)cc2)CCN(CCCn2cccn2)CC1
  -15 | 16 | -3 | -1.4 | 1.4 | 5 | -11 | 0 | 0.3
O=C(CSc1nnnn1C1CCCCC1)Nc1ccc(F)cc1
  -21 | 10 | -2 | 0.8 | 0.7 | -2 | -5 | 26 | 1.5
CN(C)S(=O)(=O)c1cccc(NC(=O)CSc2nc3c(cc2C#N)C(=O)CC(C)(C)C3)c1
  7 | -5 | 7 | 0.6 | 0.5 | -7 | -6 | -9 | 1.4
CCCC1=C(C(=O)OCC)C(c2c(C)nn(-c3ccccc3)c2Cl)C(C#N)=C(N)O1 (configuration not stated)
  57 | 27 | 20 | -1.1 | 1.3 | -4 | -8 | -11 | 0.1
CC1(c2ccc([N+](=O)[O-])c(CS(=O)(=O)c3ccccc3)c2)OCCO1
  -10 | -10 | 15 | -1.0 | 0.6 | -5 | 6 | 24 | 1.2
COc1c(Cl)cc(Cl)cc1C(=O)Nc1ccc(C(=O)O)cc1
  25 | 8 | 10 | -1.2 | 0.4 | 5 | -15 | -7 | 0.3
CCOC(=O)c1ccc(N2C(=O)C3C(C2=O)C(C(=O)c2ccc(Cl)cc2)N2CCCC32)cc1 (configuration not stated)
  37 | 27 | -15 | 2.5 | 0.8 | 0 | 15 | -19 | 0.1
Fc1ccccc1CSc1ncn[nH]1
  17 | -16 | 9 | 0.4 | 0.9 | 11 | -4 | -13 | -0.3
O=C(/C=C/c1ccco1)Nc1ccc2nc3n(c(=O)c2c1)CCCC3
  -44 | -11 | -19 | 1.5 | 0.2 | -2 | 9 | -9 | -1.5
Cc1nc2ccc(NC(=O)c3ccc(S(=O)(=O)N(C)C)cc3)cc2s1
  -44 | 1 | -6 | 2.5 | 1.4 | 1 | 0 | 13 | -0.3
CCOC(=O)c1cnn(CCOC(=O)c2cccs2)c1NC(=O)c1cccs1
  20 | -15 | 18 | -0.6 | -0.3 | -6 | -9 | 11 | 2.1
O=C(CCn1nc(-c2ccc(Cl)cc2)ccc1=O)N1CCN(c2ccccn2)CC1
  -47 | 22 | -5 | -0.8 | -0.5 | 2 | 20 | 3 | -0.8
CC1=CCC[C@@H]2[C@@](C)(CC/C(C)=C/C(=O)O)[C@H](C)CC[C@@]12C
  56 | 99* | 1 | 0.1 | -0.2 | 1 | -9 | -15 | 1.4
O=C(NCCCO)NC(=S)c1cccc2ccccc12
  -35 | 6 | -3 | 0.4 | 0.5 | 1 | 1 | 1 | 1.1
O=C(O)CCCNS(=O)(=O)c1cccs1
  -5 | 29 | 2 | -0.4 | -0.2 | -2 | -10 | -1 | 0.5

Quoted from above (eight entries):
Sequence of screens: EP2 mod | CHOP inh | NPY2 pot ag | zfTRPN1 agonist | TRPML3 agonist | NPY Y1 blocker | S1P4 antagonist | NPY-Y1 PAM-ag | S1P4 agonist
CC(C)C(NC(=O)c1ccc(S(=O)(=O)N2CCOCC2)cc1)c1nc2ccccc2[nH]1 (configuration not stated)
  16 | 34 | -10 | 0.4 | -0.5 | 4 | -13 | 7 | -1.1
O=C(c1ccc(Cl)c(S(=O)(=O)N2CCOCC2)c1)N1CCCCC1
  -41&-42 | -7 | -11 | 0.7 | 0.5 | -2 | 6 | 0 | -1.7
Nc1cc(-c2ccccc2)ccc1O
  -3&-26 | 23&17 | 28&8 | -0.3&-2.1 | -0.4&1.0 | -3 | 2&-3 | 17&-5 | 1.2&-1.6
COCC(=O)N(Cc1cc2ccccc2[nH]c1=O)c1ccccc1OC
  15 | -6 | -7 | 1.9 | 0.8 | -3 | -6 | 10 | -1.4
CCC(C)(C)C1CCc2c(sc(NC(=O)c3ccoc3C)c2C(N)=O)C1 (configuration not stated)
  16 | 72* | 5 | -0.1 | 0.6 | 5 | 9 | -6 | -0.6
CCOC(=O)C1(Cc2ccc(Cl)cc2)CCN(CCCn2cccn2)CC1
  -15 | 16 | -3 | -1.4 | 1.4 | 5 | -11 | 0 | 0.3
O=C(CSc1nnnn1C1CCCCC1)Nc1ccc(F)cc1
  -21 | 10 | -2 | 0.8 | 0.7 | -2 | -5 | 26 | 1.5
CN(C)S(=O)(=O)c1cccc(NC(=O)CSc2nc3c(cc2C#N)C(=O)CC(C)(C)C3)c1
  7 | -5 | 7 | 0.6 | 0.5 | -7 | -6 | -9 | 1.4

(next part)
Sequence of screens: EP2 mod | CHOP inh | NPY2 pot ag | zfTRPN1 agonist | TRPML3 agonist | NPY Y1 blocker | S1P4 antagonist | NPY-Y1 PAM-ag | S1P4 agonist
CCN(CC)S(=O)(=O)c1ccc2[nH]c(=O)cc(C(=O)Nc3cccc(C(C)=O)c3)c2c1
  -2 | 14 | 3 | -0.2 | 0.3 | 3 | -8 | 16 | 0.8
O=C(N/N=C/c1ccccc1[N+](=O)[O-])c1cnccn1
  -1 | -2 | 14 | -0.2 | 1.0 | x | 1 | 20 | -0.7
Cc1ccc(NC(=S)c2ccccc2)cc1
  -23 | 5 | 12 | -1.3 | 0.3 | 1 | -13 | -6 | 1.3
Cc1cc(C)n(Cc2ccccc2)c(=O)c1S(=O)(=O)c1ccccc1
  33 | 1 | -4 | 0.4 | 0.3 | 0 | 2 | -12 | -2.0
CSc1ccc(CN(C)C(C)C(=O)Nc2ccc(F)c(F)c2F)cc1 (configuration not stated)
  -88 | 68 | -1 | -1.9 | 0.5 | 10 | -8 | -3 | -0.9
O=C1NC(c2ccccc2)=C(c2ccc3ccccc3n2)C(c2ccccc2)N1 (configuration not stated)
  40 | 2 | 1 | 0.2 | 0.4 | -2 | 4 | 4 | 0.3
CCC(C)(C(=O)NC1CCCC1)N(C(=O)c1cnccn1)c1c(C)n(C)n(-c2ccccc2)c1=O (configuration not stated)
  1 | 18 | 10 | -0.5 | 0.6 | 1 | -10 | 9 | 2.1
Cn1cccc1C(=O)C(=O)Nc1ccc(F)c(F)c1
  -51 | -14 | 3 | 0.7 | 1.2 | 1 | -12 | -6 | -1.2
CCOC(=O)N1CCN(C(=O)c2nc3ccccc3s2)CC1
  0 | 51 | 11 | 2.3 | 0.2 | 1 | -8 | 15 | 0.5
CCOC(=O)c1[nH]c(C)c(/C(O)=C2\C(=O)C(=O)N(CCN(C)C)C2c2cccc(OC)c2OC)c1C (configuration not stated)
  15 | -8 | -11 | 1.2 | 0.6 | 2 | -1 | -13 | 0.5
COc1ccc(NC(=O)Nc2nnc(-c3ccccc3SCc3ccccc3)s2)cc1
  21 | 98* | 6 | 0.6 | 0.9 | 0 | -2 | 18 | 0.2
Cc1ccc(-c2csc(NC(=O)CSc3nc4ccccc4o3)n2)cc1
  -83 | 21 | -5 | -0.3 | 0.5 | -2 | -5 | -13 | -0.2
O=C(Cc1ccc(Cl)cc1)NNC(=O)c1cnccn1
  22 | 5 | -2 | 0.3 | 0.3 | -1 | -13 | -11 | 1.4
S=c1[nH]nc(-c2ccc3ncccc3c2)n1-c1ccc2c(c1)OCCO2
  17 | -18 | -11 | 0.3 | 0.6 | 9 | -2 | -8 | 0.1
COC(=O)c1ccccc1NC(=O)COc1ccc(S(=O)(=O)N2CCCC2)cc1C
  5 | 59 | 8 | 0.3 | 0.7 | 5 | -14 | 4 | -0.4
CC(NC(=S)NCCN1CCOCC1)C12CC3CC(CC(C3)C1)C2 (configuration not stated)
  -6 | 9 | 3 | 0.3 | 1.8 | 2 | -14 | 9 | 0.1
COc1cccc(/C=N/NC(=O)C(=O)NCc2ccco2)c1O
  21 | 51 | -7 | -0.2 | 0.2 | 7 | 5 | -14 | 0.2
COc1ccc(C(c2sc3nc(C)nn3c2O)N2CCC(O)CC2)cc1OC (configuration not stated)
  18 | -9 | -7 | 0.8 | 1.2 | 0 | 3 | 17 | -0.6
O=C(CN(CC1CCCO1)C(=O)CCC(=O)Nc1ccccn1)NCC1CCCO1 (configuration not stated)
  16 | 33 | 4 | 1.6 | 0.0 | 0 | -2 | -3 | 0.8
CCN(CC)C(=O)CSc1nnc([C@@H](NC(=O)OC(C)(C)C)C(C)C)o1
  30 | 11 | 6 | 0.4 | 0.2 | 5 | -4 | 4 | 0.2
COc1cccc(CNS(=O)(=O)c2ccc(S(=O)(=O)N3CCCC3)cc2)c1
  -38&-37 | 16 | 4 | 1.4 | 1.0 | 2 | -3 | 9 | 2.4
O=c1nc(N2CCOCC2)ccn1Cc1ccc(Br)cc1
  -13 | -3 | 3 | 1.6 | 0.1 | 1 | 3 | -21 | 1.2
CC1CCC2C(=O)N(c3ccccc3OC(=O)c3ccccc3F)C(=O)C2C1 (configuration not stated)
  19 | 1 | -1 | 0.4 | 0.4 | 1 | 2 | -12 | 0.0
Cc1cc(NC(=O)CN2CCCCC2C)no1 (configuration not stated)
  9 | 20 | -7 | -0.6 | -0.5 | 2 | -15 | -18 | 0.6
C/C(N)=C(\C#N)C(=O)NCCc1ccccn1
  -10 | 9 | 9 | 0.8 | 0.7 | 0 | -15 | 3 | 0.4
CN(C)CCCNc1cc(C(C)(C)C)nc2c(-c3ccc(Cl)cc3)cnn12
  -16 | 48 | 9 | 1.1 | 1.4 | x | 19 | 27 | -1.7
OC(c1ccc(Cl)cc1)C(O)c1nc2ccccc2[nH]1 (configuration not stated)
  -21 | -23 | -16 | -0.2 | 0.3 | 1 | -11 | -14 | -2.5
COc1ccccc1C1=NN(C(=S)Nc2ccccc2)C(c2ccco2)C1 (configuration not stated)
  54 | -10 | -6 | 0.4 | 0.1 | 3 | 11 | 11 | -0.4

Compound activity (PubChem BioAssay)
